# KCC2 mod = modulates chloride dependent transport by human KCC2. Q9H2X9. KCC2 cells, thallium flux FluoZin-2 fluorescence. B-score of Tl+ flux slope (higher = more flux/activation; lower = inhibition) at 10 µM. hit rate 2.2% among 190,000. AID 1456;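 active means thallium flux slope and its plate-corrected score both differing from the plate sample mean at a set confidence after two filtering rounds, in either direction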;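 further: slope of fluorescence scaled to starting intensity during 10 to 20 s after thallium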
# thrombin 1536 = thrombin (human) inhibition | alpha-thrombin, Boc-VPR-AMC fluorogenic substrate cleavage | AID 1046 | inhibition, % at 5 µM | hit rate 0.26% among 220,000;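 active means inhibition at or above 40%; inactive means inhibition below 40%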;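 further: 0% = enzyme with no compound and 100% = wells without enzyme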
#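 signal = AMC fluorescence, 355/460 nm | material = human alpha-thrombin enzyme | control set = enzyme without compound as high, wells lacking enzyme as low | times = reaction at room temperature | read-out basis = percent inhibition scaled between no-compound controls and no-enzyme blanks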
# eIF4E 4G PPI = blocks eIF4E binding to eIF4G. P63073+Q04637. inhibition, % at 21.7 µM. TR-FRET eIF4E-eIF4GI(517-606) binding, 2 h. hit rate 0.37% among 220,000. AID 782;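 further: 0% = full FRET control wells and 100% = background wells lacking eIF4GI fragment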
# Furin inh = blocks human furin protease activity; purified furin, fluorogenic substrate cleavage; inhibition, % at 30 µM; hit rate 0.061% among 220,000; AID 463115; in the data active means inhibition above about 25%; further: inactives centre near -15
# EBV gp42 inh = EBV gp42 inhibition. Fluorescence polarization binding assay, mP read-out. inhibition, % (tested at 21.74 µM). hit rate 0.42% among 220,000. AID 1085; in the data active means inhibition above about 50%
# Target sequence (Q1HVG2 whole entry, looked up): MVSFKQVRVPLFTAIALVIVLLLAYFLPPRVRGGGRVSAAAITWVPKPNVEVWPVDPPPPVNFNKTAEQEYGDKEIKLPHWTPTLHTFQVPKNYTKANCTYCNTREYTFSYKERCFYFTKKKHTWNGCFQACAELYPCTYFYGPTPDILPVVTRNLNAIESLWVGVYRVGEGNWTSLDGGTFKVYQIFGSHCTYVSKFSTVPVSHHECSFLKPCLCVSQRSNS
# KLK5 inh = blocks human kallikrein 5 protease activity; Q9Y337; recombinant hK5, fluorogenic AMC substrate cleavage; inhibition, % at 5 µM; hit rate 0.59% among 210,000; AID 873;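 active means inhibition of 40% or more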;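 further: 0% = enzyme controls without compound and 100% = no-enzyme blanks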
# Target sequence (Q9Y337 67-293 limits assumed): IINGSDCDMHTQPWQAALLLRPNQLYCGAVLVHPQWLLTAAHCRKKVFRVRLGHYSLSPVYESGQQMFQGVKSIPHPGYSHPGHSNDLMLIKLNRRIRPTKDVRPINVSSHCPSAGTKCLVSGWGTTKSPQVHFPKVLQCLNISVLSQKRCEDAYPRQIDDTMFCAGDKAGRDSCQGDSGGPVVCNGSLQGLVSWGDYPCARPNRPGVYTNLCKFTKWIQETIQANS
# p47phox inh = blocks human p47phox regulatory protein of NADPH oxidases. P14598. p47phox/p22phox peptide binding, fluorescence polarization, 2 h. inhibition, % at 24.7 µM. hit rate 0.53% among 220,000;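 further: 0% = p47phox with labelled peptide and 100% = labelled peptide alone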
# 14-3-3 Bad PPI = disrupts binding of bovine 14-3-3 zeta to phospho-Bad peptide | TR-FRET 14-3-3zeta/Dy647-pBad peptide displacement, 1 h | hit rate 0.71% among 220,000 | inhibition, % at 21.7 µM;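 active means inhibition above about 70%, limit read from the data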;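 further: 0% = full 14-3-3 plus peptide FRET controls and 100% = background without 14-3-3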
# Target sequence (P63103 whole entry, looked up): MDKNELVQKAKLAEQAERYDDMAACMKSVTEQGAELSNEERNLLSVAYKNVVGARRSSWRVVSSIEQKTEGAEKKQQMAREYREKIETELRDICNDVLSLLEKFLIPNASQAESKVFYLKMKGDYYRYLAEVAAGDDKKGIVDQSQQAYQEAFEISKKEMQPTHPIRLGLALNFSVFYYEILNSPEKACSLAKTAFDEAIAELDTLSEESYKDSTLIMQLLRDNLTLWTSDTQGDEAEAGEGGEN
# Rad51 HR inh = Rad51 (human) homologous recombination inhibition; AID 1385; Q06609; hit rate 0.085% among 200,000; inhibition, % at 10 µM; hRad51 DNA strand exchange, fluorescence dequenching;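 active means inhibition above 40% at the single screening dose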;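 further: 0% = DMSO control wells and 100% = blanks with heterologous ssDNA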
# Target sequence (Q06609 whole entry, looked up): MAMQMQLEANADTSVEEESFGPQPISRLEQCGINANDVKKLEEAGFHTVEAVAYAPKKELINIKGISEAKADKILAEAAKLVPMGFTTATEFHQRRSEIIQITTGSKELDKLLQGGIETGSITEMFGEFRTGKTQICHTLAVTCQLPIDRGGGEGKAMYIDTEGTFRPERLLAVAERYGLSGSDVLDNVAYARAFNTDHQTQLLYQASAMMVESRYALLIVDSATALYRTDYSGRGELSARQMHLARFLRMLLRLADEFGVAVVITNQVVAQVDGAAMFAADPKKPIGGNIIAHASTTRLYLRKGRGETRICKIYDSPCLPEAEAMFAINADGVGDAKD
#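 material = hRad51 filaments on single-stranded DNA | reagent = Donor/quencher-labelled 47-bp dsDNA substrate | compound = 10 µM final, single point | schedule = strand-exchange reaction 15 min at room temperature | measured by = fluorescein emission 520 nm, excitation 485 nm | read-out basis = % inhibition versus plate control and blank means | benchmarks = plate controls and plate blanks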
# * marks the source's active call; other numbers are inactive results; nt = not tested or not shown; & = joins results of further samples; [ ] = another dose, or the depositor's remark.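 How the source made its calls, unless noted: active means inhibition above about 30% (limit read from the data); inactive means the rest.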
SMILES	KLK5 inh	Furin inh	KCC2 mod	EBV gp42 inh	eIF4E 4G PPI	thrombin 1536	Rad51 HR inh	14-3-3 Bad PPI	p47phox inh
Cc1ccc(N2C(=O)N(c3ccc(C)cc3)C3CS(=O)(=O)CC32)cc1 (stereo not drawn)	-5	-24	1.2	5	0	-6	3	-1	3
CCOC(=O)c1c(NC(=O)CSc2ncnc3ccccc23)sc(C(C)=O)c1C	-17	-8	-1.1	-33	15	-8	-4	-14	-74
O=C(NCc1nnc(SCc2ccc(F)cc2)n1-c1ccccc1)C12CC3CC(CC(C3)C1)C2	-1	-8	-2.3	3	6	-10	-1	11	0
Cc1ccc(CN2C(=O)CCC2C(=O)N2CCN(c3ccc(F)cc3)CC2)cc1 (stereo not drawn)	23	-6	nt	8	-2	23	3	7	-14
Cc1ccc(C)c(NC(=O)CSc2nnc(CCCCCNC(=O)OC(C)(C)C)o2)c1	14	-30	0.84	-4	-2[fluorescence artefact?]	-3	8	-1[fluorescence artefact?]	2
CN(Cc1ccccc1)C(=O)CN(c1ccc(F)cc1)S(=O)(=O)c1ccc2c(c1)OCCO2	1	-17[20 µM]	-2.1	-1	-5	-1	-10	-2[fluorescence artefact?]	-7
CCCC(=O)NCCCc1nc2ccccc2n1C(C)C	-3	3	0.19	-6	-5	-3	1	12	4
O=C(Nc1ccccc1Cl)N1CCN(c2ccc3nnc(-c4ccccc4)n3n2)CC1	-10	-24	nt	-21	-2	-5	2	-8	-8
CCCCN(C)C(=O)c1cc2cc([N+](=O)[O-])cc(OC)c2oc1=O	4	-6	0.22	-1	3	-7	-5	-1	5
CCOC(=O)c1ccc(N=C2SC(C(=O)NCCc3ccccc3)CC(=O)N2C)cc1 (stereo not drawn)	-16	-35	-1.5	-9	-6	5	15	-2	0
Cc1cc(=O)[nH]c(Nc2c(C)n(C)n(-c3ccccc3)c2=O)n1	-2	-16[20 µM]	-0.006	22	2	-3	-17	2	-7
CC(C)N1C(=O)CCC1C(=O)N1CCC(Cc2ccccc2)CC1 (stereo not drawn)	-8	-15	0.43	0	2	-1	nt	-4	7
COc1cccc(CNC(=O)C2CCC(CNS(=O)(=O)c3cccc4nsnc34)CC2)c1 (stereo not drawn)	1	-36	nt	2	-4	2	-12	5	-14
O=C(Cc1ccc(F)cc1)Nc1c2c(nn1-c1cccc(Cl)c1)CS(=O)C2 (stereo not drawn)	-20	-14[20 µM]	-0.82	-13	2[fluorescence artefact?]	1	1	11	-4
Cc1cccc(N2CCN(S(=O)(=O)c3ccc4c(c3)n(C)c(=O)c(=O)n4C)CC2C)c1 (stereo not drawn)	-2	-20	nt	-7	-2	-1	-4	1	-3
COC(=O)c1sccc1N/N=C/c1ccc(OC)c(OC)c1OC	-12	-20	0.54	-2	-13	-1	3	-15	-16
CC(C)(C)c1ccc(CSc2nnc(-c3ccccn3)n2Cc2ccco2)cc1	12	-6[20 µM]	-1.9	23	1	-6	nt	4	-11
COc1ccc(N(CC(=O)Nc2cc(C)cc(C)c2)S(=O)(=O)c2ccccc2[N+](=O)[O-])c(OC)c1	2	-36	-0.49	8	2	-8	1	-2	-17
Cc1[nH]c2ccc(Br)cc2c(=S)c1C/C=C/Cl	1	-11	-0.13	-5	-1	1	-4	-10	-17
O=S(=O)(C(=CNc1ccccc1)S(=O)(=O)c1ccccc1)c1ccccc1	9	-15	0.045	6	4	-4	-12	2	-10
Cc1ccc(N2CCCn3c2cc(C)c(C#N)c3=O)cc1Cl	-8	-17[20 µM]	-0.22	-15	1	3	0	3	-14
Cc1ccc2cc(C=C(C#N)C#N)c(N3CCCCC3)nc2c1	3	3	nt	117*	4[fluorescence artefact?]	-21	2	-13[fluorescence artefact?]	-42
Cc1ccc(S(=O)(=O)N2C(=O)c3cccc4cccc2c34)cc1	3	-17	0.031	-13	3	-1	14	12	-24
O=C(NC(=S)Nc1ccccc1)c1cncc(C#Cc2ccccc2)c1	14	-8	24*	-8	1	6	-9	4	-2
Cn1cccc1C(=S)N1CCOCC1	-19	-16[20 µM]	-0.57	-7	3	-7	1	-5	-11
Cc1nc2ccc(NC(=O)c3ccc(S(=O)(=O)N4CCOCC4)cc3)cc2s1	-15	-7[20 µM]	nt	-2	-2	-4	nt	11	-2
Cc1cc(Nc2ccc3c(c2)OCCO3)c2ccccc2n1	-2	-3	-1.3	-9	-3	2	nt	2[fluorescence artefact?]	-18
CCOC(=O)CN=C1CC(C)(C)CC2=C1Sc1ncnc(N(C)C)c1N2	-8	-8	-0.81	43	-12	-4	-1	39[fluorescence artefact?]	-10
CS(=O)(=O)N1N=C(c2cccs2)CC1c1ccc(F)cc1 (stereo not drawn)	5	-13	2.1	-27	0	6	-10	2	-89
O=C(Nc1cc(Cl)cc(Cl)c1)C(NCC1CCCO1)c1ccccc1 (stereo not drawn)	-4	-3	0.28	-23	-4[fluorescence artefact?]	-1	-8	7	-12
COC(=O)c1scc(C)c1N/N=C(\C)c1ccc(F)cc1	-22	-22[20 µM]	-0.85	-10	-3	-11	-2	-9[fluorescence artefact?]	0
O=C(CSc1nnc(NC(=O)c2ccccc2C(=O)O)s1)Nc1ccccc1Cl	7	-29	-0.16	-28	1	-10	-6	-13	-1
COc1ccc2nc(NC(=O)c3ccc(Br)s3)sc2c1	6	-16[20 µM]	nt	-7	-19	-5	-1	-10	-11
FC(F)Oc1cccc(NC(=S)N2CCN(c3ccccn3)CC2)c1	-18	-11	-0.86	-7	2	4	9	36	-10
CCc1nnc(NC(=O)CSc2nnc(CNc3ccc(C)cc3)n2C)s1	-1	-17	-1	-1	-4	-9	-8	-13	-3
Nc1c(C(=O)Nc2ccccc2)sc2nc3c(c(-c4ccco4)c12)CCCC3	-4	-13[20 µM]	nt	-4	-1	-1	-9	-6[fluorescence artefact?]	-5
CCC(=O)Nc1ccc(C(=O)CSc2nnc(-c3ccc(O)cc3)n2CC2CCCO2)cc1 (stereo not drawn)	-22	-6[20 µM]	0.018	-19	-2	-2	-12	2	-5
CCC(C)NCC(=O)Nc1ccc(S(N)(=O)=O)cc1 (stereo not drawn)	2	-25	1.1	0	-1	-3	1	-8	16
Cc1nn(C)c(C)c1/C=N/NC(=O)CCn1nc(C)c([N+](=O)[O-])c1C	-5	-19	-1.8	-18	6[fluorescence artefact?]	-2	1	-6[fluorescence artefact?]	-1
Cc1cc(Cl)nc2ccc(Cc3ccc4nc(Cl)cc(C)c4c3)cc12	7	-18	0.37	-20	-5	2	8	-1	-63
CCCC(=O)NC(=S)N1CCN(c2ccc([N+](=O)[O-])cc2)CC1	-17	-3	-0.28	-1	-1	-12	-7	-7[fluorescence artefact?]	-3
Cc1ccc(-c2noc(CN(C)C(=O)Nc3ccc(F)cc3)n2)cc1	-6	-10	0.041	0	0	-7	1	-2	2
O=C1CN2NC(=S)N(c3ccc(Cl)cc3)C2=CN1c1ccc(Cl)cc1	-12	-20	0.23	-4	-2	4	15	-2	-11
CCCn1c(NCc2cccc(OC)c2OC)nc2ccccc21	-9	-18[20 µM]	nt	-4	2	-2	0	-8	-10
Cc1ccccc1C(=O)N/N=C/c1ccc(OCC(=O)N2CCCCC2)cc1	-33	-22[20 µM]	-0.12	-6	5	-1	10	15	-3
O=c1[nH]c(=S)[nH]c(O)c1N=Nc1ccc(-c2ccccc2)cc1[N+](=O)[O-]	-1	-23	-0.3	18	2	9	-4	-6	70*
O=C(Nc1ccc(-n2cnnn2)cc1)C1CCCCC1	-6	-13[20 µM]	-0.035	-17	3[fluorescence artefact?]	-4	-8	-6	-20
COCCN(C(=O)/C=C/c1ccccc1)c1c(N)n(Cc2ccccc2)c(=O)[nH]c1=O	1	-27	-0.15	-14	2	-5	15	-16	-11
CC(C)NC(=O)NC(=O)COC(=O)Cc1c(F)cccc1Cl	-9	-20	-0.57	1	0	-9	19	-12	9
CCC1=C/C(=C/c2sc3ccccc3[n+]2CC)CC(C)(C)C1	0	-15	1.2	-9	0	1	-9	-11	-22
CCn1nc(C)c(Br)c1C(=O)Sc1ccccc1Cl	4	-16	0.086	-15	1	0	13	1	-14
CSC1CCCCC1(O)CSc1nc2c(cc1C#N)CCCC2 (stereo not drawn)	0	-27[20 µM]	0.061	-11	-5[fluorescence artefact?]	-5	7	10	4
NC(N)=N/N=C/c1ccccc1OC(F)F	3	-10	-0.37	-10	0	-1	-4	5	-7
Cc1ccc(-c2nn(CC(=O)NCCN3CCOCC3)c(=O)c3ccccc23)cc1	1	-26[20 µM]	0.63	-13	0	-1	-5	3	-10
O=C(N/N=C\c1ccc(Sc2ccccn2)o1)c1cccc(Br)c1	-20	-11[20 µM]	2.2	-18	-5	4	1	-3	-18
O=C1C=C(NC(=O)Nc2ccc(Cl)c(Cl)c2)CCC1	-1	-8	nt	-10	1	0	9	5	-8
COc1cccc(CN(C)C(=O)Nc2cccc(C(F)(F)F)c2)c1OC	-8	-13	-0.24	-12	3	-14	11	-3	1
O=C1c2nccnc2C(=O)N1c1ccc(F)cc1	1	-2	-0.4	5	0	-20	-13	-2	-3
COc1ccc(CNC(=O)C2CC(c3ccc(C(F)(F)F)cc3)=NO2)cc1 (stereo not drawn)	-1	-26	0.033	3	1	-2	-3	1	-7
CC12COC3(C(=O)Nc4nccs4)CC1CCC32C (stereo not drawn)	72*	-17[20 µM]	0.51	-8	0	12	7	-8[fluorescence artefact?]	1

# The listing continues.
SMILES	KLK5 inh	Furin inh	KCC2 mod	EBV gp42 inh	eIF4E 4G PPI	thrombin 1536	Rad51 HR inh	14-3-3 Bad PPI	p47phox inh
COC(=O)c1ccc(OC(=O)CCc2cc(OC)c(OC)c(OC)c2)cc1	-2	-12	0.038	-9	-4	-2	15	-15	-8
CCCC(c1nnnn1CC(=O)OCC)N(Cc1cc2c(C)cc(C)cc2[nH]c1=O)C1CCCC1 (stereo not drawn)	6	-30	nt	-20	-3	-3	-1	2[fluorescence artefact?]	-2
COc1ccccc1-c1c(C#N)c(N)nc2c1CCC2	-7	-25	-2.1	-16	6	-7	0	5	-18
CCN1C(=O)C2(C(C(=O)c3ccc(C)o3)=C(O)C(=O)N2CCCN(C)C)c2ccccc21 (stereo not drawn)	3	-15	0.11	-15	3	-1	10	-1	-16
CCOCCOC(=O)C(C)Sc1n[nH]c(=O)[nH]c1=O (stereo not drawn)	-17	-18	nt	-4	2	-9	-5	-8[fluorescence artefact?]	-4
CCn1c(CSc2nc3ccccc3s2)nnc1SCC(=O)c1ccc2c(c1)OCCO2	4	-15	-2&-2	-25	-40	10	3	-13	-19

# 2 of the compounds above, with the structure last.
KLK5 inh,Furin inh,KCC2 mod,EBV gp42 inh,eIF4E 4G PPI,thrombin 1536,Rad51 HR inh,14-3-3 Bad PPI,p47phox inh,smiles
-7,-25,-2.1,-16,6,-7,0,5,-18,COc1ccccc1-c1c(C#N)c(N)nc2c1CCC2
3,-15,0.11,-15,3,-1,10,-1,-16,CCN1C(=O)C2(C(C(=O)c3ccc(C)o3)=C(O)C(=O)N2CCCN(C)C)c2ccccc21 (stereo not drawn)

# 2 entries drawn at random from the list so far, as already listed:
SMILES	KLK5 inh	Furin inh	KCC2 mod	EBV gp42 inh	eIF4E 4G PPI	thrombin 1536	Rad51 HR inh	14-3-3 Bad PPI	p47phox inh
COc1ccccc1-c1c(C#N)c(N)nc2c1CCC2	-7	-25	-2.1	-16	6	-7	0	5	-18
COC(=O)c1ccc(OC(=O)CCc2cc(OC)c(OC)c(OC)c2)cc1	-2	-12	0.038	-9	-4	-2	15	-15	-8

# Compound activity: PubChem BioAssay, several laboratories
